Screening results from PubChem BioAssay.
H9c2 TAG inh: triacylglycerol accumulation inhibition; H9c2 cells, Nile Red lipid (TAG) fluorescence; cells loaded with 200 µM oleic acid; inhibition, % at 12.5 µM; 230,000 tested, 0.66% active; AID 651582;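 active = pattern-corrected inhibition of lipid staining of at least 50% with the nuclear-stain viability signal not falling by more than 50%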;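 also: 0% = DMSO wells and 100% = triacsin C control wells; some results filed as inactive read as strong as hits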
H9c2 TAG inh DAPI viability: recorded beside H9c2 TAG inh, whose call it bears; DAPI nuclei signal change (viability), lower = more cytotoxic, %;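 whole-well DAPI fluorescence read on a plate reader as a viability signal; minus 50 percent equals half of cells still viable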
* = called active by the depositor. A portion of the library (hit frequency here may not be typical).

Results follow in this order: H9c2 TAG inh, H9c2 TAG inh DAPI viability
Cc1c(NC(=O)C(C)OC(=O)/C=C/c2ccccc2)c(=O)n(-c2ccccc2)n1C (stereo not drawn)
→ 1, -8
CCOc1ccc(NC(=O)Nc2ccc3c(c2)N(C)C(=O)CS3)cc1
→ 13, 10
CCc1noc(C)c1C(=O)Nc1sc(C(=O)N(C)C)c(C)c1C(=O)OC
→ 6, -2
O=C(CSc1nnnn1C1CCCCC1)NCc1ccccc1
→ 17, -10
COc1ccc(OC)c(CN(CCN2CCOCC2)C(=O)Nc2cccc(Cl)c2)c1
→ -5, 2
O=CNc1cc(-c2cccc(F)c2)cn2c(-c3ccc(F)c(Cl)c3)cnc12
→ 20, -12
Brc1cccc(-c2nnc(SCc3ccon3)n2-c2ccccc2)c1
→ 9, 4
O=C(Nc1nc(-c2cccnc2)cs1)c1ccccc1Cl
→ 9, -8
Cn1c(Cn2c(=O)sc3ccccc32)nnc1SCc1cccnc1
→ 9, -9
CC1CCCC(C)N1CC(O)COc1c(F)cc(Br)cc1F (stereo not drawn)
→ 15, -22
Cc1nc2ccc(S(=O)(=O)NCC(=O)N3CCCC(C)C3)cc2s1 (stereo not drawn)
→ 1, -1
Cc1ccc(O)c(NC(=O)CSc2n[nH]c(C)c2[N+](=O)[O-])c1
→ -7, -2
Cc1ccnc(NC(=O)CSc2ccc3c(c2)OCCO3)c1
→ -5, -1
CC1CC(C)CN(C(=O)c2ccc(C(=O)c3ccccc3)cc2)C1 (stereo not drawn)
→ 16, -2
CC(C)c1ccc(NC(=O)c2cc(Br)ccc2Br)cc1
→ -14, -11
Cc1ccc(C(=O)NNC(=S)NC(=O)c2ccccc2)cc1
→ 15, -8
Cc1sc(NC(=O)CSc2nnc(-c3ccc(F)cc3)o2)c(C#N)c1C
→ -10, 8
C=CCN(c1ccc(C(=O)NCCSc2ccccc2)cc1)S(C)(=O)=O
→ -7, -1
CCOC(=O)N1CCC(N2C(=O)c3ccc(C(=O)NCc4ccc(F)cc4)cc3C2=O)CC1
→ -1, -1
Cc1ccc(-n2c(N)c(C(=O)N3CCCCC3)sc2=S)cc1
→ 17, -4
CC(C)(C)NC(=O)CSc1nncn1NCc1cccc2ccccc12
→ 2, 6
N#CC1(Nc2ccc(-c3ccc(Cl)cc3)cc2)CCCC1
→ -3, 5
COc1cc2c(C(=O)NCc3ccccn3)cn(C)c(=O)c2cc1OC
→ 7, -4
O=C(O)CC(C(=O)O)c1ccc(OCCCCOc2ccc(C(CC(=O)O)C(=O)O)cc2)cc1 (stereo not drawn)
→ 2, -7
CCOC(=O)c1ccc(NC(=O)CSc2nnc(C3CC3)n2CC)cc1
→ 18, -5
Cc1c(S(=O)(=O)Nc2ccc(Br)cc2)c(=O)n(C)c(=O)n1C
→ 1, -3
Cc1cc(C(=O)O)n(C(C)(C)C)n1
→ 11, -8
Cn1nccc1C(=O)N1CCN(c2ccccc2F)CC1
→ 13, -4
Cc1ccc(NC(=O)CN(C)CC(=O)Nc2ccc(F)c(Cl)c2)cc1
→ -5, -1
Cc1ccc(S(=O)(=O)N(C)C)cc1NC(=O)COC(=O)C1=COCCO1
→ 15, 0
O=C1CCc2cc(S(=O)(=O)NCc3ccccc3)cc3c2N1CC3
→ 2, -6
COC(=O)C1=C(C)N(CCc2ccc(OC)c(OC)c2)C(=O)/C1=C\c1ccc(O)cc1
→ 8, -1
Cc1csc(NC(=O)CCS(=O)(=O)c2ccc(Br)cc2)n1
→ -21, -5
Cc1ccc2cc(C3CC(c4ccco4)=NN3S(C)(=O)=O)c(Cl)nc2c1 (stereo not drawn)
→ 3, -11
CCOc1ccc(Cc2c(Cl)nc(N)nc2Cl)cc1
→ -14, -2
COc1ccc(NC(=O)CN2C(=O)NC3(CCCC3)C2=O)cc1S(=O)(=O)N1CCCCC1
→ 3, 1
CC1CCCN(C(=O)c2ccc(S(=O)(=O)Nc3ccccc3Cl)cc2)C1 (stereo not drawn)
→ 5, -2
CON(C)c1nc(OCCNC(=O)OCc2ccc(Cl)cc2Cl)nc(N(C)C)n1
→ -1, 14
CSCC[C@H](NC(=O)COc1ccc(Cl)cc1)c1nc2ccccc2[nH]1
→ -15, 4
Cc1ccc(NC(=O)CCNC(=O)Nc2ccccc2)cc1S(=O)(=O)N(C)C
→ 15, -9
CC(C)(C)OC(=O)C[C@H]1C/C=C\C[C@H](CC(=O)N(CCO)Cc2ccccc2)C(=O)N2CCC[C@H]2COC1=O
→ -11, -5
COc1ccc([C@H]2[C@H]3C=CC[C@@H](C)[C@@H]3C(=O)N2Cc2ccccc2)cc1Cl
→ -34, -4
CCCCCCN1C[C@H](O)[C@@H](n2cc(COC(=O)c3ccccc3)nn2)C[C@@H]1c1ccc(C)cc1
→ -27, 11
O=C(N=Nc1c(O)[nH]c2ccccc12)c1ccc(CN2CCOCC2)cc1
→ 3, -9
Cc1cccc(NC(=O)CCc2nc3sc4c(c3c(=O)[nH]2)CCCC4)c1
→ -11, 5
CCOc1ccc(N(CC(=O)Nc2nccs2)S(=O)(=O)c2c(C)noc2C)cc1
→ 5, -9
Cn1cc(CN2CCC(n3nccc3NC(=O)C3CCCC3)CC2)cn1
→ 23, 0
Cc1ccc(CNC(=O)C(=O)NCCC2CCCCN2S(=O)(=O)c2ccccc2)cc1 (stereo not drawn)
→ -9, -7
O=C(Nc1ccc(F)cc1F)N1CCN(c2ncccn2)CC1
→ -2, 2
Nc1ccn(CC(=O)NCc2ccccc2)c(=O)n1
→ -2, -2
Cc1cc(C)nc(N2N=C(c3ccccc3)CC2=O)n1
→ 8, 0
CCCCn1c(N)c(N(CCOC)C(=O)c2ccc(NC3CC3)c([N+](=O)[O-])c2)c(=O)[nH]c1=O
→ -7, 8
Cc1ccccc1NC(=S)N(Cc1cccs1)C1CCCC1
→ 2, 7
Cc1noc(NC(=O)c2ccc(F)cc2)c1C#N
→ -1, 2
O=C(Nc1ccc2c(c1)CCC2)Nc1ccc(F)cc1F
→ -12, 7
O=C1c2cccc3cc([N+](=O)[O-])cc(c23)C(=O)N1/N=C/c1ccc(O)cc1O
→ 10, -5
CCC(=O)NC(=S)Nc1cccc(NC(=O)c2ccco2)c1
→ 0, -3
CCc1nc2c(OCc3ccc(F)cc3)cccn2c1N(C)C(=O)c1ccncc1
→ -7, 4
Cc1cc(C)c(C(=O)CN2C(=O)C(=O)N(C3CCCC3)C2=O)cc1C
→ 0, 5
CCOC(=O)C1CCCN(C(=O)c2ccc3ncsc3c2)C1 (stereo not drawn)
→ -5, -1

Additional entries.
Results follow in this order: H9c2 TAG inh, H9c2 TAG inh DAPI viability
COc1ccccc1C(=O)Nc1ccc(-c2nnn(CC(=O)NCc3ccco3)n2)cc1
→ 21, 13
COc1ccccc1CN(C)C(=O)c1ccc(S(=O)(=O)Nc2c(C)n(C)n(-c3ccccc3)c2=O)cc1
→ 0, 5
C1CNCCOCCNCCN1
→ 14, -13
COc1ccc(CNC(=O)C(C#N)c2nc3ccccc3nc2N2CCCC2)cc1 (stereo not drawn)
→ 8, 0
O=C(N/N=C/c1ccc(O)cc1O)c1ccc(NC(=O)C2CCCCC2)cc1
→ 1, -12
COC(=O)c1ccc(NS(=O)(=O)c2ccc3c(c2)oc(=O)n3C)cc1
→ -6, -4
O=C(COC(=O)c1cccc(S(=O)(=O)N2CCN(c3ccc(F)cc3)CC2)c1)NCC1CCCO1 (stereo not drawn)
→ -14, 12
Cc1cc(C2C(C#N)=C(N)OC3=C2C(=O)CC(C)(C)C3)c(C)s1 (stereo not drawn)
→ -13, 6
CCNC(=O)N(C)c1nncnc1C(=O)NC
→ -1, 2
CC(=O)c1cccc(NC(=O)c2cccc3c(-c4cnn(C)c4)coc23)c1
→ 10, 6
Cc1ccc(C2CC(=O)N3CN(c4ccc(Br)cc4)CSC3=C2C#N)o1 (stereo not drawn)
→ -4, 7
COc1cc2sc(-c3ccccc3OC)c(-c3ccc(O)cc3)c2cc1OC
→ 8, 9
Cc1ncc(S(=O)(=O)c2ccccc2)c(-c2ccc(Cl)cc2Cl)n1
→ -4, -5
O=C(CN1CCC(n2nnc3cc(C(F)(F)F)ccc32)CC1)Nc1ccc2c(c1)OCCO2
→ -14, 8
Cn1c(SCC(=O)Nc2ccc(Cl)cn2)nnc1C1CC1
→ 7, 5
O=C(CSc1ncnc2sccc12)N1CCCCC1
→ 8, 9
COc1ccc(-n2nnnc2CNC(=O)C2CC(=O)N(c3ccc(Cl)cc3)C2)cc1 (stereo not drawn)
→ -7, -3
COc1ccccc1N1CCN(C(=O)c2ccc(Cl)c(S(=O)(=O)NCc3ccco3)c2)CC1
→ 30, -2
CN([C@@H](Cc1ccc(OS(=O)(=O)c2cccc3cnccc23)cc1)C(=O)N1CCN(c2ccccc2)CC1)S(=O)(=O)c1cccc2cnccc12
→ 29, -4
CCC(C)(C)C1CCC2(CC1)NC(=O)N(CC(=O)NC(C)CCc1ccccc1)C2=O (stereo not drawn)
→ 22, -2
OC[C@H]1O[C@@H](c2nc3ccc(-c4nc(-c5ccc(Br)cc5)no4)cc3[nH]2)C[C@@H]1O
→ -8, 10
O=C(Oc1ccc(-c2ccccc2)cc1)c1ccco1
→ 13, 8
COCc1nnc(NC(=O)c2cccs2)s1
→ -20, 6
Cc1cccc(NS(=O)(=O)c2ccc3[nH]c(=O)oc3c2)c1C
→ -1, -8
CC1(C)CC(=O)C2=C(C1)Nc1ncnn1C2c1cccs1 (stereo not drawn)
→ -3, 4
CC(=O)N1CCc2ccc(N)cc21
→ -12, 8
COc1ccc2cnn(-c3ccc(OC(F)(F)Cl)cc3)c(=O)c2c1OC
→ -5, 6
O=C(CCN1C(=O)/C(=C/c2ccc3c(c2)OCO3)SC1=S)NNC(=O)c1cccnc1
→ 0, -3
CCOc1ccc(-n2cc(-c3ccccc3)c3c(N4CCOCC4)ncnc32)cc1
→ -13, 15
CC(C)[C@H](NC(=O)c1ccccc1Cl)C(=O)Nc1nc(-c2ccccn2)cs1
→ -17, -16
CCc1nc(N2CCCCC2C(=O)O)c2oc3ccccc3c2n1 (stereo not drawn)
→ 4, -2
CCOC(=O)c1[nH]c2ccccc2c1NC(=O)c1ccc2c(c1)OCO2
→ 13, -12
CCN(CC)c1nc(-c2ccccc2)cc(C(F)(F)F)c1C#N
→ 0, 12
Cc1ccc(CNC(=O)C2CCC(=O)N(Cc3cccc(C(F)(F)F)c3)C2)o1 (stereo not drawn)
→ 6, -3
Cc1c(C(=O)NCCN2CCOCC2)oc2ccc(S(=O)(=O)N3CCCCCC3)cc12
→ 4, -8
COc1ccc(C(=O)Nc2cnn(Cc3c(F)cccc3Cl)c2)cc1OC
→ -7, 8
COc1ccccc1CNC(=O)C(=O)NCCC1CCCCN1S(=O)(=O)c1ccccc1 (stereo not drawn)
→ 11, -6
CCCCNC(=O)CN(c1cccc(F)c1)S(C)(=O)=O
→ 14, -13
Nc1c(N(Cc2ccco2)C(=O)c2cccc(F)c2)c(=O)[nH]c(=O)n1Cc1ccccc1
→ -11, 7
O=C(Nc1cccnc1)c1ccc(S(=O)(=O)c2ccc(Cl)cc2)cc1
→ -10, -1
CCO[C@H]1OC(C(=O)NC2CC2)=C[C@@H](c2ccc(Br)cc2)[C@@H]1CCCO
→ 10, -7
COC(Cc1nnc(SC)n1-c1ccc(Cl)cc1)OC
→ -8, 0
CSCCC(NS(=O)(=O)c1ccccc1F)C(=O)NCc1cccnc1 (stereo not drawn)
→ -3, -3
COc1cccc(C(NC(C)=O)c2nc(-c3ccccc3)cs2)c1 (stereo not drawn)
→ 2, -9
COCCNC(=O)C(OC(=O)c1cccs1)c1ccccc1 (stereo not drawn)
→ 33, -20
O=C(Nc1ccccc1C(=O)O)/C(=C/c1ccc(Cl)cc1Cl)NC(=O)c1ccco1
→ 4, 8
Cc1ccc(C)c(NCc2ccccc2CO)c1
→ 7, -14
Cc1cnc(C(=O)OCC(=O)NCc2cccc(Cl)c2)cn1
→ 8, -4
C1CCC(C23CC4CC(CC(C4)C2)C3)NC1 (stereo not drawn)
→ 1, 3
Cc1ccnc(NC(=O)CNC(=O)c2ccccc2Br)c1
→ 9, 1
Cc1ccccc1N(CC(=O)N1CCCC1)S(=O)(=O)c1ccc(Cl)cc1
→ 21, -4
CN(C(=O)c1cccc(NC(=O)Cc2ccc([N+](=O)[O-])cc2)c1)C1CCCCC1
→ -39, 2
CN(C)CCNC(=O)c1scc2c1CCCC2
→ 3, 10
